# High-throughput results (PubChem BioAssay)
# Rab2 wt GTP – changes GTP binding to wildtype dog Rab2A, up or down; 190,000 tested, 0.19% active; GTP binding activity, % at 10 µM; GST-Rab2 wt beads, Bodipy-GTP binding, flow cytometry; AID 760;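 active means GTP binding activity at least 20 points away from 100%, either lowered or raised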;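 further: 0% = beads with excess unlabeled GTP and 100% = no-compound control corrected for plate trend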
# Bim-Bcl-B – human Bim-Bcl-B interaction inhibition; bead-based flow cytometry, Bim peptide-Bcl-B binding; Q9HD36; 190,000 tested, 0.073% active; inhibition, % at 10 µM;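 further: 0% = tracer peptide without compound and 100% = reference inhibitor peptide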
# Target sequence (Q9HD36 whole entry, looked up): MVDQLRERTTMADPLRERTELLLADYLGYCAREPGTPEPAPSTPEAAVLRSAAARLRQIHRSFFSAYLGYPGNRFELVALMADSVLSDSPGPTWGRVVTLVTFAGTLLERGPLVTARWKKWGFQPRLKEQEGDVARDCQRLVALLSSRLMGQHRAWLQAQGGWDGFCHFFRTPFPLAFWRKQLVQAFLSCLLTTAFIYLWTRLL
# Bfl-1 Bim block – inhibitors of Bim-Bfl-1 interaction, human | 190,000 tested, 0.12% active | Bead-based flow cytometry, Bim-Bfl-1 binding inhibition | AID 1008 | inhibition, % at 10 µM;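 further: 0% = wells without compound plus tracer and 100% = blocker peptide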
# Bim-Bcl-W – human Bim-Bcl-W interaction inhibition; Q92843; bead-based flow cytometry, Bim peptide-Bcl-W binding; inhibition, % at 10 µM; 190,000 tested, 0.02% active; AID 952;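 further: 0% = bound tracer without compound and 100% = peptide blocker; higher means less fluorescent Bim peptide bound to Bcl-W beads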
# Target sequence (Q92843 whole entry, looked up): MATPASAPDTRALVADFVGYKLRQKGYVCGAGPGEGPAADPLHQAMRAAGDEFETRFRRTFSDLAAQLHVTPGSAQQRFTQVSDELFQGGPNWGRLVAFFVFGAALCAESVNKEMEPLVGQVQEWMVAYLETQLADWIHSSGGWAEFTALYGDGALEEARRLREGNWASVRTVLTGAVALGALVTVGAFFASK
# Bcl-XL Bim block – human Bim-Bcl-XL interaction inhibition. Bim peptide-Bcl-XL binding, bead flow cytometry, fluorescence. 190,000 tested, 0.04% active. Q07817. inhibition, % at 10 µM
# Rab7 wt modul – alters GTP binding to wildtype dog Rab7; GST-Rab7 beads, fluorescent GTP binding, flow cytometry; actives lie on both sides; untreated = 100%, excess cold GTP = 0%; GTP binding activity (percent of control), % at 10 µM; 190,000 tested, 0.055% active;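 active means fluorescent GTP binding to Rab7 beads changed by at least 20 points from the 100% baseline, either direction, mostly lower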;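 further: median green fluorescence of bound Bodipy-FL-GTP per Rab7 bead population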
# HRas wt GTP – modulators of GTP binding to human HRas wildtype. P01112. GTP binding activity, % at 10 µM. GST-Ras wt beads, Bodipy-FL-GTP binding, flow cytometry; actives lie on both sides. 190,000 tested, 0.14% active;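 active means GTP binding activity at least 20% away from the 100% baseline, either lowered as inhibitor or raised as activator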;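 further: 0% = unlabeled GTP competition control and 100% = no-compound control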
# Target sequence (P01112 whole entry, looked up): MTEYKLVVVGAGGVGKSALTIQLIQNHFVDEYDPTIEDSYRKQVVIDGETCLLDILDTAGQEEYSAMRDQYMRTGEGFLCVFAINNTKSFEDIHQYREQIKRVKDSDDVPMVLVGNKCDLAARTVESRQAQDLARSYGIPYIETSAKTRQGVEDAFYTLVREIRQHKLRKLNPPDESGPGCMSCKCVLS
# Rac1 mut GTP – modulators of GTP binding to human Rac1 activated mutant | P63000 | GST-Rac1 activated beads, fluorescent GTP binding, flow cytometry; actives lie on both sides; 100% means binding = to untreated wells | percent activity (GTP binding), % at 10 µM | 190,000 tested, 0.11% active | AID 764;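 active means GTP binding at least 20 percentage points away from the 100% baseline, in either direction, so actives lie on both sides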
# Rac1 wt modul – alters GTP binding to wildtype human Rac1 | GST-Rac1 beads, fluorescent GTP binding, flow cytometry; actives lie on both sides; 0 = cold GTP competed, 100 = untreated | GTP binding activity (% of control), % at 10 µM | 190,000 tested, 0.27% active | AID 757;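 active means GTP binding activity at least 20 points away from the 100% control level, either lower or higher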
# Cdc42 wt GTP – human Cdc42 wildtype GTP binding change, either direction | P60953 | GST-Cdc42 beads, Bodipy-GTP binding, flow cytometry; actives lie on both sides | percent activity (GTP binding), % at 10 µM | 190,000 tested, 0.2% active | AID 761;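 active means percent activity GTP binding at least 20 points away from the 100% baseline, either down as inhibitor or up as activator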;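 further: median bead fluorescence of bound Bodipy-FL-GTP at 100 nM; 0% = excess unlabeled GTP control and 100% = no compound control; below 100% means less GTP binding so inhibitor and above means activator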
# Target sequence (P60953 whole entry, looked up): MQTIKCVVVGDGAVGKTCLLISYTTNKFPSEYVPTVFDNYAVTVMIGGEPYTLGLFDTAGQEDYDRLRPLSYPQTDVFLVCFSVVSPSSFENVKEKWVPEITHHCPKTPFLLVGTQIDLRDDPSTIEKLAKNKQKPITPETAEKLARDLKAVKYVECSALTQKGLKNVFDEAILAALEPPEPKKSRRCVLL
# Bim-Bcl-2 – inhibitors of Bim-Bcl-2 interaction, human; P10415; Bead-based flow cytometry, Bim peptide-Bcl-2 binding; inhibition, % at 10 µM; 190,000 tested, 0.06% active; AID 950; in the data active means inhibition above about 40%;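 further: 0% = no compound wells with probe peptide and 100% = reference peptide inhibitor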
# Target sequence (P10415 whole entry, looked up): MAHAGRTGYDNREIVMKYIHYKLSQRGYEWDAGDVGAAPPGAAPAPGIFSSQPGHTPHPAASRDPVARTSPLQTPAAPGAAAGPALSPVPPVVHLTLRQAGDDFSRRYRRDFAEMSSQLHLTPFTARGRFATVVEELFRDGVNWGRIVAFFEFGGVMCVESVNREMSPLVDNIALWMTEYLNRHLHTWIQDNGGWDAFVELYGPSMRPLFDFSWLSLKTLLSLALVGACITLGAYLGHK
# Active calls of the source: *; · = not tested or not shown. Unless noted, no stated cut-off is given here; in the data, active means inhibition above about 40%.
SMILES,Rab2 wt GTP,Bim-Bcl-B,Bfl-1 Bim block,Bim-Bcl-W,Bcl-XL Bim block,Rab7 wt modul,HRas wt GTP,Rac1 mut GTP,Rac1 wt modul,Cdc42 wt GTP,Bim-Bcl-2
CC1Cc2ccccc2N1CC(=O)NC(=O)NC1CCCCC1 (stereo not given),96,-3,3,-3,-2,98,92,94,89,95,-2
CCOC(=O)c1cccnc1SCC(=O)Nc1ccc(C)cc1,95,7,2,-4,-2,101,96,95,96,93,1
O=C1CSC(c2ccccc2)N1CC12CC3CC(CC(O)(C3)C1)C2 (stereo not given),93,1,0,2,2,98,95,94,91,94,0
COc1cc(/C=C/C(=O)OCC(=O)NCc2cccs2)ccc1OC(F)F,99,-4,0,0,0,100,99,97,101,99,-1
COc1cc(SC#N)ccc1N=Cc1c(C)[nH]n(-c2ccc(C)c(C)c2)c1=O,79*,25,15,26,27,89,80,87,78*,88,20
O=C(N/N=C/c1ccccn1)c1ccc(S(=O)(=O)N2CCCCCC2)cc1,97,-5,-5,-4,-4,99,98,99,98,88,0
CCOc1ccc2ccccc2c1CNc1nnnn1C,97,3,5,-1,-1,98,98,94,100,98,-1
COc1nc(NCc2cccnc2)nc(NC2CCCCC2)n1,100,-4,-3,-4,-4,100,102,99,103,106,-1
Clc1ccc(-c2nnc(SCc3ccon3)o2)c(Cl)c1,93,-6,-10,-2,3,93,93,91,90,95,-6
COc1ccc(NC(=O)CSc2ccc(-c3ccccn3)nn2)cc1OC,102,-9,-3,-5,-7,99,101,102,103,101,-8

# Shown with two lines to a compound: part of the list above
# The line under a structure holds: Rab2 wt GTP | Bim-Bcl-B | Bfl-1 Bim block | Bim-Bcl-W | Bcl-XL Bim block | Rab7 wt modul | HRas wt GTP | Rac1 mut GTP | Rac1 wt modul | Cdc42 wt GTP | Bim-Bcl-2
CCOc1ccc2ccccc2c1CNc1nnnn1C
  97 | 3 | 5 | -1 | -1 | 98 | 98 | 94 | 100 | 98 | -1
COc1nc(NCc2cccnc2)nc(NC2CCCCC2)n1
  100 | -4 | -3 | -4 | -4 | 100 | 102 | 99 | 103 | 106 | -1
Clc1ccc(-c2nnc(SCc3ccon3)o2)c(Cl)c1
  93 | -6 | -10 | -2 | 3 | 93 | 93 | 91 | 90 | 95 | -6

# 3 of the compounds above, with two lines to a compound.
# The line under a structure holds: Rab2 wt GTP	Bim-Bcl-B	Bfl-1 Bim block	Bim-Bcl-W	Bcl-XL Bim block	Rab7 wt modul	HRas wt GTP	Rac1 mut GTP	Rac1 wt modul	Cdc42 wt GTP	Bim-Bcl-2
- COc1cc(SC#N)ccc1N=Cc1c(C)[nH]n(-c2ccc(C)c(C)c2)c1=O
→ 79*	25	15	26	27	89	80	87	78*	88	20
- O=C(N/N=C/c1ccccn1)c1ccc(S(=O)(=O)N2CCCCCC2)cc1
→ 97	-5	-5	-4	-4	99	98	99	98	88	0
- CCOc1ccc2ccccc2c1CNc1nnnn1C
→ 97	3	5	-1	-1	98	98	94	100	98	-1

# Next results follow:
SMILES,Rab2 wt GTP,Bim-Bcl-B,Bfl-1 Bim block,Bim-Bcl-W,Bcl-XL Bim block,Rab7 wt modul,HRas wt GTP,Rac1 mut GTP,Rac1 wt modul,Cdc42 wt GTP,Bim-Bcl-2
O=C(CSc1nc2c(c(=O)n1-c1ccc(Cl)cc1)SCC2)NCc1ccco1,99,-8,-14,-1,-7,98,97,102,106,102,-4
COCCNC(=S)NC(=O)CC12CC3CC(CC(C3)C1)C2,97,-3,0,-2,-9,99,99,98,104,102,-2
COc1cccc(NC(=O)C(Cc2ccccc2)NC(=O)C2CCC(C)CC2)c1 (stereo not given),98,-3,0,-1,-4,97,99,100,103,103,1
O=[N+]([O-])c1cc(Cl)ccc1Sc1cccc2cccnc12,96,-5,-7,4,-5,96,98,95,100,98,-7
CN(C)C(=O)COC(=O)c1cc(Cl)cc(Cl)c1N,103,-1,1,0,0,100,104,101,102,106,-3
CC(=O)c1cc(C#N)c(SCCC(C)C)nc1C,94,-8,-15,-1,-4,94,96,92,94,95,-10
CC1=C(C(=O)N(C)C)C(c2ccc(Cl)c(Cl)c2)NC(=O)N1 (stereo not given),99,-4,-4,-3,-4,102,104,99,104,103,-2
CCOc1ccc(C2=C/C(=C/c3cccnc3)C(=O)O2)cc1,101,-4,-3,0,-3,105,102,98,102,101,-2
CC(=O)N1CCN(c2cc(N3CCCC3)c(F)cc2[N+](=O)[O-])CC1,97,1,0,1,2,95,96,95,99,100,-1
CCC(C)N1C(=O)CCC1C(=O)N1CCN(c2ccc(F)cc2)CC1 (stereo not given),99,·,4,1,14,97,100,99,102,98,0

# Molecules from the list above containing an aryl thioether with sulfur outside any ring:
SMILES,Rab2 wt GTP,Bim-Bcl-B,Bfl-1 Bim block,Bim-Bcl-W,Bcl-XL Bim block,Rab7 wt modul,HRas wt GTP,Rac1 mut GTP,Rac1 wt modul,Cdc42 wt GTP,Bim-Bcl-2
CCOC(=O)c1cccnc1SCC(=O)Nc1ccc(C)cc1,95,7,2,-4,-2,101,96,95,96,93,1
Clc1ccc(-c2nnc(SCc3ccon3)o2)c(Cl)c1,93,-6,-10,-2,3,93,93,91,90,95,-6
COc1ccc(NC(=O)CSc2ccc(-c3ccccn3)nn2)cc1OC,102,-9,-3,-5,-7,99,101,102,103,101,-8
O=C(CSc1nc2c(c(=O)n1-c1ccc(Cl)cc1)SCC2)NCc1ccco1,99,-8,-14,-1,-7,98,97,102,106,102,-4
O=[N+]([O-])c1cc(Cl)ccc1Sc1cccc2cccnc12,96,-5,-7,4,-5,96,98,95,100,98,-7
CC(=O)c1cc(C#N)c(SCCC(C)C)nc1C,94,-8,-15,-1,-4,94,96,92,94,95,-10

# Next structures follow:
SMILES,Rab2 wt GTP,Bim-Bcl-B,Bfl-1 Bim block,Bim-Bcl-W,Bcl-XL Bim block,Rab7 wt modul,HRas wt GTP,Rac1 mut GTP,Rac1 wt modul,Cdc42 wt GTP,Bim-Bcl-2
Cc1[nH]c2ccc(-c3nnc(SCC(=O)c4ccc(F)cc4)o3)cc2c1C,99,2,1,2,5,96,100,100,100,101,0
CCN(CC)C(=O)C[n+]1cccc(/C=N/O)c1,99,-5,0,-4,-1,100,102,101,105,101,-1
COc1cc(C(=O)OCC(=O)Nc2ccc(F)cc2F)cc(OC)c1OC,99,-11,7,-1,0,94,98,95,101,99,0
Cc1[nH]c2ccccc2c1-c1csc(NC(=O)CSCCO)n1,97,-1,-4,0,1,104,97,94,95,96,0
O=C(NC(N1CCOCC1)C(Cl)(Cl)Cl)c1ccco1 (stereo not given),97,-2,-4,1,-1,97,97,94,96,94,-3
CCOC(=O)Cc1nnc(NC(=O)C(CC)Sc2nc(C)cc(=O)[nH]2)s1 (stereo not given),97,0,-2,0,3,98,95,96,98,94,-2
Cc1cc(C(F)(F)F)n(-c2nc(C(=O)Nc3ccccc3Oc3ccccc3)cs2)n1,101,-4,-3,-5,-3,102,100,100,104,102,0
Cn1c2c(c(=O)n(C)c1=O)C(NC(=O)c1cccs1)(C(F)(F)F)C(=O)N2 (stereo not given),103,-7,-10,-6,-9,98,101,101,104,102,-11
O=C(COCC(=O)Nc1cccc(C(F)(F)F)c1)Nc1cccc(C(F)(F)F)c1,103,-4,-7,1,0,103,104,101,106,106,-3
CC1CCN(C(=S)c2ccc(-c3ccc(Cl)cc3Cl)o2)CC1,94,-20,9,-1,-6,95,96,99,102,99,4
CCOC(=O)NC(=O)/C(C#N)=N/Nc1ccc(F)cc1,99,-15,1,0,3,97,100,98,105,101,4
Cc1cc(C(=O)CSc2nnc3ccccn23)c(C)n1-c1ccccc1,102,-4,0,0,-2,100,102,101,101,97,-2
Cc1occc1C(=O)NC(C)c1ccc2c(c1)OCO2 (stereo not given),98,-11,-20,-4,-14,95,99,96,104,99,-12
Cc1c(NC(=O)c2ccc(Br)o2)cccc1C(=O)O,100,2,-1,-7,-7,97,99,100,103,101,0
Cc1nn(CC(=O)NCc2ccccc2F)c(C)c1[N+](=O)[O-],97,-3,-6,-4,-3,105,102,98,99,97,-4
O=C(COC(=O)c1ccc(S(=O)(=O)N2CCCC2)cc1)NCc1ccc(Cl)cc1,102,-4,-11,1,0,100,103,102,110,103,-4
Clc1ccc2c(c1)C(N1CCNCC1)=Nc1ccccc1O2,97,-2,-1,-1,-4,91,97,98,100,102,0
COc1cc2cc(CN(Cc3nnnn3Cc3ccco3)C3CCCCC3)c(=O)[nH]c2cc1OC,100,0,4,0,2,99,99,99,103,100,-1
CCOC(=O)C1=C(NC(=S)NC(=O)c2ccccc2)c2ccccc2CC1C(C)C (stereo not given),93,-12,-12,-4,-10,93,95,91,93,95,-9
COc1ccc(-c2cc(C(=O)Nc3sc4c(c3C#N)CCCC4)c3ccccc3n2)cc1OC,97,-1,0,-1,0,98,98,97,97,98,1
CCOC(=O)c1sc(NC(=O)/C=C/c2c(F)cccc2Cl)nc1C,98,-15,-4,-12,-9,99,102,100,105,100,-6
Cc1ccc(CNC(=O)Cn2cccc2C(=O)c2ccccc2)cc1,99,-1,-1,7,0,100,99,98,105,102,-1
Cn1cc(-c2nnc(-c3ccccc3)o2)c2ccccc21,103,1,0,-1,-1,100,104,101,105,103,-1
COc1cc(NC(=O)CSc2nc3ccccc3c(=O)n2C)ccc1NC(=O)c1ccco1,95,-1,-8,2,-2,95,96,96,97,98,-4
COc1ccccc1NS(=O)(=O)c1cccc(C(=O)NN)c1,102,0,0,0,-2,103,103,100,104,103,-3
CCC(C)NC(=O)c1cc(-c2ccc(OC)cc2)on1 (stereo not given),101,-2,0,0,-4,103,102,99,105,100,-1
CCC1CCCCN1C(=O)CSc1nnc(-c2ccc(Cl)cc2)o1 (stereo not given),99,-2,-1,0,-1,100,99,99,102,97,-1
Cc1c2c(nc3c(C(=O)NC4CCCCC4C)cnn13)CCCC2 (stereo not given),98,0,-1,-3,-3,102,100,99,101,101,-3
CCOc1cc(CNc2ccccc2)cc(Br)c1OCc1ccccc1F,100,-5,-10,0,-6,98,101,98,103,101,-4
CCOC(=O)C1C(=O)CC(C)(O)C(C(=O)OCC)C1c1cccc(OC)c1 (stereo not given),98,-1,-1,-3,-5,99,99,97,103,98,-1
Cc1cc(C)c(C)c(S(=O)(=O)Nc2ccccc2C(=O)NCCCN2CCOCC2)c1C,99,-2,-2,-2,-4,95,99,97,96,97,-2
COc1ccccc1-n1cnnc1SCC(=O)Nc1ncc(Cl)cc1Cl,102,-2,-5,-2,2,104,101,99,104,102,0
Cc1cc(C)n(-c2nc3c(c(=O)[nH]c(=O)n3C)n2C)n1,102,-1,-2,-3,-3,104,104,100,103,104,-1
COc1ccc(CCN2C(=O)NC(NS(=O)(=O)c3ccc(NC(C)=O)cc3)(C(F)(F)F)C2=O)cc1OC (stereo not given),103,-5,-7,-1,-3,107,104,95,99,104,-2
Nc1cc(-c2ccc(Cl)cc2)nn1-c1ccccc1,96,-2,4,-1,-2,93,96,97,99,100,0
